Screening results: PubChem, several laboratories
TNF death inh: TNF-alpha cell death inhibition in Jurkat FADD-/- cells | activation (protection from cell death), % at 10 µM | Jurkat FADD-/- TNF necroptosis rescue, ATP luminescence, 24 h; 0 = TNF only, 100 = no-TNF cells | 220,000 compounds, 0.068% hits;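 active = activation, meaning protection from cell death, of at least 50% relative to plate controls; inactive = activation below 50%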;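 note: necroptosis triggered by 40 ng/mL TNF-alpha added together with compound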
TRPN1 ag: zebrafish TRPN1 (NompC) channel agonism; 220,000 compounds, 0.18% hits; HEK293 zebrafish TRPN1-YFP, Fluo-8 calcium fluorescence; 100% = response to 87 µM carbachol; activation, % at 3 µM;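 active = activation above its plate's cutoff, the mean activation of test wells on that plate plus 3 SD, cut at about 19% in these data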;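 note: 0% = DMSO alone and 100% = 87 µM carbachol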
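Control set: carbachol 87 µM as high control, DMSO as low control; system: HEK293 stable line with zebrafish TRPN1-YFP; read-out: % activation versus carbachol response; detection: intracellular calcium fluorescence with Fluo-8; doses: single test compound dose, 3 µM nominal, 0.3% DMSO; schedule: dye 1 h 37 °C plus 30 min RT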
PPC-1+TRAIL kill: kills PPC-1 cancer cells in the presence of TRAIL. cell killing (% activity), % at 4 µM. 220,000 compounds, 0.41% hits. AID 1443. PPC-1 cells + TRAIL, ATPLite viability luminescence;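 active = cell killing above 50% in the first pass at 4 µM, then a duplicate retest at 5 µM averaging 50% or more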;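 note: plate controls were cells with TRAIL plus DMSO for no effect and medium-only wells lacking cells for full effect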
Wee1 stabilizer: blocks degradation of human Wee1 kinase; P30291; HeLa Luc-Wee1K328M stability, luciferase luminescence; 100% = proteasome inhibitor MG132 effect; reporter increase, % at 5 µM; 220,000 compounds, 1.2% hits;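 active = activation above the mean of all tested compounds plus 3 SD, set per screening run, cut at about 8.8% in these data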;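 note: cells exposed to compound for 20 h before luminescence read; 0% = DMSO alone and 100% = MG132 at 30 µM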
Target sequence (P30291 whole entry K328M): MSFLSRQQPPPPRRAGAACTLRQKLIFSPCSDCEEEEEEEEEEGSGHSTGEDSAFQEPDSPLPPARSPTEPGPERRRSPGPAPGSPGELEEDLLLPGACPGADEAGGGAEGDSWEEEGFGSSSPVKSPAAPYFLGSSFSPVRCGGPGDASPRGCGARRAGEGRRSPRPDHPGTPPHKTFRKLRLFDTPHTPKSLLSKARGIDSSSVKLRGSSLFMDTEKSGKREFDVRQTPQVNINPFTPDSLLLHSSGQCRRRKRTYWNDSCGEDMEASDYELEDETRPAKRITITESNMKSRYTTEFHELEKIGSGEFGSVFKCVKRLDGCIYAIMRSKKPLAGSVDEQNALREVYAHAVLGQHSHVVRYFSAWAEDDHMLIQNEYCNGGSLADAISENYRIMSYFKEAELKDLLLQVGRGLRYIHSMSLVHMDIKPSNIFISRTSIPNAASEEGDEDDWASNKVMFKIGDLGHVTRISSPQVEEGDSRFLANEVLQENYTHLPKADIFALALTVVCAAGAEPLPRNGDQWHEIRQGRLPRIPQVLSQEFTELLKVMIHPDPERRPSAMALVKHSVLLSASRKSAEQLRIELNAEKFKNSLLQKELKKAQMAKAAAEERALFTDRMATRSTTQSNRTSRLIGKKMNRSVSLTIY
Ba/F3 V617F tox: reduce viability of Ba/F3 cells dependent on JAK2V617F; 220,000 compounds, 1.1% hits; Ba/F3 EpoR-JAK2V617F viability, ATP luminescence; inhibition, % at 5.6 µM;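 active = inhibition above the campaign mean plus 3 SD over all tested compounds, cut at about 24% in these data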;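 note: cytokine-independent growth of Ba/F3 cells driven by EpoR plus mutant JAK2; 0% = DMSO-treated cells and 100% = JAK inhibitor I control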
TRPML3 ag: activates the human TRPML3 channel; Q8TDD5; activation, % at 3 µM; 220,000 compounds, 0.29% hits; HEK293 TRPML3-YFP, Fluo-8 calcium fluorescence; 100% = the carbachol control signal;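 active = activation above its plate's cutoff, the mean activation of the plate's test wells plus 3 SD, cut at about 12% in these data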;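 note: 0% = DMSO only wells and 100% = carbachol wells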
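Test system: TRPML3-YFP stable HEK293 cells. Doses: single point at 3 µM. Incubation: dye loading 1 h 37 °C then 30 min ambient, 125 s read. Signal: Fluo-8 calcium dye fluorescence, ex 470-495, em 515-575 nm. Measure: percent activation from peak-to-basal fluorescence ratio, scaled between DMSO and carbachol.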
BaF3 tox: parental Ba/F3 viability inhibition as JAK2V617F counter-screen; CellTiter-Glo ATP luminescence; inhibition, % at 5.6 µM; 220,000 compounds, 1.1% hits; AID 1486;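 active = inhibition above a per-campaign cutoff, the mean inhibition of all tested compounds plus 3 SD, cut at about 27% in these data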;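 note: 0% = DMSO wells and 100% = JAK Inhibitor I control wells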
CHOP inhibitor: inhibitors of CHOP induction in ER stress response | 220,000 compounds, 3.8% hits | inhibition, % at 10 µM | CHO-K1 CHOP-promoter luciferase, tunicamycin-induced, 15-18 h;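 active = compounds that reduced the stress-induced luciferase reporter signal by more than about 70% of percent inhibition, limit read from the data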;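 note: 0% = tunicamycin plus vehicle and 100% = wells without tunicamycin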
RBBP9 inh: human RBBP9 hydrolase inhibition | recombinant RBBP9, FP-Rh probe fluorescence polarization | inhibition, % at 7.94 µM | 220,000 compounds, 0.2% hits;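 active = inhibition above the campaign mean of all tested compounds plus 3 SD, cut at about 14% in these data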;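 note: plate controls were DMSO wells with RBBP9 for no effect and wells lacking RBBP9 protein for full effect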
Target sequence (O75884 whole entry, looked up): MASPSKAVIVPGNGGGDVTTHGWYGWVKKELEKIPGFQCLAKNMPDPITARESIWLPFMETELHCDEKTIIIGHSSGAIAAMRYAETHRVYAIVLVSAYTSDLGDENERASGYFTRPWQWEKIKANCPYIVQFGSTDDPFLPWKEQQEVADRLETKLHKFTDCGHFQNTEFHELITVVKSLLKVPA
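Test system – recombinant human RBBP9 · Input – RBBP9 2.5 µM in dispensing solution, pre-mixing · Medium – Tris buffer pH 8.0, NaCl, Pluronic · Schedule – preincubation 30 min plus labeling 45 min at 25 °C · Measured by – fluorescence polarization · Measure – % inhibition · Controls – DMSO and no-protein wells · Replicates – one well per compound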
* hit, by the source's call; / = not tested or not shown.

SMILES	TNF death inh	TRPN1 ag	PPC-1+TRAIL kill	Wee1 stabilizer	Ba/F3 V617F tox	TRPML3 ag	BaF3 tox	CHOP inhibitor	RBBP9 inh
CCOc1ccccc1N1CCN(C(=O)CCCN2C(=O)c3cccc4cccc(c34)C2=O)CC1	-2.8	-3.0	18	-2	3	-1.1	6	38	-9
COc1ccccc1Oc1coc2c(CN3CCN(C)CC3)c(O)ccc2c1=O	-1.5	1.2	-11	0	-1	1.6	6	-6	6
CCCNC(=O)NS(=O)(=O)c1cnccc1Sc1ccc(Cl)c(Cl)c1	-2.5	-0.6	34	1	2	0.2	4	-4	-10
Cc1cc(C)cc(NS(=O)(=O)c2ccc3[nH]c(=O)[nH]c3c2)c1	-2.0	0.3	2	-2	-1	1.5	7	24	-4
C/C(=N\Nc1ccc2nncn2n1)c1ccc(Cl)s1	-1.4	-0.5	3	0	0	0.1	-1	28	6
Cc1ccc(C2CN=NC23CCc2ccccc2C3=O)cc1 (stereo not given)	0.0	-1.5	4	0	0	0.5	1	66	-5
CC(C)Nc1nc(Oc2cccc(Cl)c2Cl)cc(C(F)(F)F)n1	-5.2	-0.4	14	-2	3	0.4	11	75*	-5
Cc1ccc(N2CCN(c3ccc(NC(=O)CCC(=O)O)cc3)CC2)cc1	-0.4	0.7	-3	-2	2	0.9	7	19	-1
COc1nccc(C(F)(F)F)c1C(=O)Nc1ccc(Cl)cc1	0.6	-0.7	23	2	-4	-0.1	-2	29	-4
CCCC(C(=O)Nc1nccs1)c1ccccc1 (stereo not given)	-0.9	0.6	22	0	-1	0.2	8	18	-8
CC(=O)Cn1c(CN2CCCC2)nc2ccccc2c1=O	0.1	1.5	-24	-1	-3	0.7	7	-20	-7
COC(=O)c1ccc(NC(=O)CSc2nccn2CCc2ccccc2)cc1	0.2	0.3	34	0	-3	-0.3	2	22	0
Cc1ccc(S(=O)(=O)N2CCCOC2CNC(=O)C(=O)NCc2cccnc2)cc1 (stereo not given)	0.4	-1.9	-1	4	0	0.7	3	10	-7
COc1cccc(N2CCN(C(=S)NCc3ccco3)CC2)c1	-4.5	0.5	19	-1	1	-0.2	8	5	-6
Cc1ccc(C(=O)N2CCN(c3ncnc4c3cnn4-c3ccccc3)CC2)cc1	-5.6	0.2	/	0	-5	0.9	2	/	7
COc1ccc(CCNc2oc(Cc3cccc4ccccc34)nc2C#N)cc1OC	-4.7	-1.2	23	-1	2	-1.0	6	42	-4
Fc1cccc(Cc2noc(CN3CCCN(C4Cc5ccccc5C4)CC3)n2)c1	1.9	-1.7	/	0	0	0.5	3	8	4
CC(=O)c1cc(Cc2csc(C(C)=O)c2)cs1	6.3	0.2	-3	-1	1	0.7	3	/	-3
COCCNC(=O)CSc1c2c(nc3ccc(Cl)cc13)CCCC2	3.3	-1.5	-2	-1	0	0.0	5	16	-7
CCC(CO)NCc1ccc(Br)cc1 (stereo not given)	0.3	1.5	12	3	5	0.0	11	-4	-1
CCCOCC1CC2(SC(=Nc3ccc(C)cc3)NC2=O)C(=O)O1 (stereo not given)	-0.7	-0.9	39	-3	-4	-0.4	3	-6	-3
CCOc1ccc(C(=O)NCCN2CCOCC2)cc1	1.4	1.0	13	2	-3	0.6	0	10	-9
O=c1c2cnn(-c3ccccc3)c2ncn1/N=C/c1ccncc1	0.1	0.2	/	7	1	0.0	0	/	-8
Cc1cc(F)ccc1S(=O)(=O)Nc1ccccc1C(=O)NCc1ccccn1	1.0	-0.2	-5	2	8	-1.5	9	9	-2
Cc1cc(C)c(C(=O)CC2(O)C(=O)Nc3ccccc32)cc1C (stereo not given)	0.8	0.2	20	1	6	1.3	9	4	-7

6 of the entries above in order of their number in Wee1 stabilizer, highest first.
| canonical_smiles | Wee1 stabilizer |
| --- | --- |
| COc1nccc(C(F)(F)F)c1C(=O)Nc1ccc(Cl)cc1 | 2 |
| CCCNC(=O)NS(=O)(=O)c1cnccc1Sc1ccc(Cl)c(Cl)c1 | 1 |
| Cc1ccc(C2CN=NC23CCc2ccccc2C3=O)cc1 (stereo not given) | 0 |
| COCCNC(=O)CSc1c2c(nc3ccc(Cl)cc13)CCCC2 | -1 |
| CC(C)Nc1nc(Oc2cccc(Cl)c2Cl)cc(C(F)(F)F)n1 | -2 |
| CCCOCC1CC2(SC(=Nc3ccc(C)cc3)NC2=O)C(=O)O1 (stereo not given) | -3 |

Given with values under each structure: entries from further up
Order of values – TNF death inh | TRPN1 ag | PPC-1+TRAIL kill | Wee1 stabilizer | Ba/F3 V617F tox | TRPML3 ag | BaF3 tox | CHOP inhibitor | RBBP9 inh
CCC(CO)NCc1ccc(Br)cc1 (stereo not given)
  0.3 | 1.5 | 12 | 3 | 5 | 0.0 | 11 | -4 | -1
CCCOCC1CC2(SC(=Nc3ccc(C)cc3)NC2=O)C(=O)O1 (stereo not given)
  -0.7 | -0.9 | 39 | -3 | -4 | -0.4 | 3 | -6 | -3

The listing continues:
SMILES	TNF death inh	TRPN1 ag	PPC-1+TRAIL kill	Wee1 stabilizer	Ba/F3 V617F tox	TRPML3 ag	BaF3 tox	CHOP inhibitor	RBBP9 inh
Cc1nnc(SCC(=O)N2CCCCC2)n1CC1CCCO1 (stereo not given)	0.7	1.2	3	-1	-3	0.5	3	-3	2
CC(=O)c1ccc(NC(=S)Nc2cccc3cnccc23)cc1	-1.9	3.5	26	1	6	0.2	1	33	7
CCOC(=O)c1c(NC(=O)CCl)sc(C(=O)N(CC)CC)c1C	-11	-0.7	11	0	-3	0.3	2	/	7
CC(=O)NC1=NC(=O)C(C)S1 (stereo not given)	-1.0	-0.2	20	-3	3	0.5	3	-5	-5
C=CC(=O)NCC1OCCc2ccccc21 (stereo not given)	-0.4	-0.2	/	-3	-2	0.1	0	0	-2
Cc1ccc(Nc2cc(-c3ccccc3)nc3ncnn23)cc1	-13	-2.1	4	-2	-5	-0.4	3	9	0
Cc1nc(CCNS(=O)(=O)c2cccs2)cs1	0.5	-0.8	18	1	1	0.6	5	16	2
O=C(CN1C(=O)NC2(CCCCC2)C1=O)Nc1ccc2c(c1)CCC2	0.7	0.3	-19	0	1	0.4	6	5	5
Cc1ccc2nc(Cl)c3cc(C(=O)NCCCN4CCCC4)sc3c2c1	0.2	2.4	23	2	6	0.9	7	-5	-6
O=C(NCCC1CC1(Cl)Cl)Nc1ccccc1 (stereo not given)	3.5	2.4	-4	0	2	-0.1	-1	16	0
C[C@@H](NC(=O)c1nc[nH]c1C(=O)N[C@@H](Cc1ccccc1)C(=O)OC(C)(C)C)c1ccccc1	1.2	-1.5	7	3	0	0.4	-4	14	-6
CCN(CC)S(=O)(=O)c1ccc(NC(=O)CN(c2cccc(F)c2)S(C)(=O)=O)cc1	1.6	2.4	0	-1	-4	-0.3	4	-8	-14
CCOC(=O)CSc1nc2ccccc2c(=O)n1Cc1ccco1	2.7	0.0	25	7	0	-0.8	2	23	-6
CSc1nc2cc(S(=O)(=O)N3CCCCC3)ccc2s1	4.0	1.9	7	7	-1	2.3	3	5	-5
Cc1nnsc1-c1c(C(=O)Oc2ccccc2)c(C)nn1-c1ccccc1	6.4	-2.1	10	0	-2	-0.6	1	-5	0
COc1ccc(N2C(=O)CC(Nc3ccc(C(=O)O)cc3)C2=O)cc1OC (stereo not given)	0.3	0.9	16	-1	2	1.1	3	3	-3
O=C(CCn1c(=S)[nH]c2cc3c(cc2c1=O)OCO3)N1CCc2ccccc2C1	0.2	1.0	5	0	-2	0.9	3	35	0
Cc1ccc(-n2nc3c([n+]2[O-])CCc2c-3no[n+]2[O-])cc1	-13	1.0	-4	-1	5	0.5	2	90*	-7
CN(Cc1ccccc1)Cc1nc2scc(-c3ccccc3)c2c(=O)[nH]1	1.2	0.4	21	-3	-2	0.9	5	9	5
O=C(O)c1ccccc1C(=O)NC1Cc2ccccc2C1	1.6	1.1	5	-3	-1	0.2	-4	2	-3
O=C(CCCNS(=O)(=O)c1cccc2nsnc12)NCCN1CCN(c2ccccc2F)CC1	0.6	-0.6	23	1	-4	0.7	3	21	7
O=C1COc2ccc(-c3csc(NCC4CCCO4)n3)cc2N1 (stereo not given)	-1.0	-0.1	1	3	-1	0.6	2	-15	3
Cc1cc(NC(=O)CSc2nc3c(c(=O)n2-c2ccccc2)SC(C)C3)no1 (stereo not given)	-0.6	-0.6	9	0	-1	0.5	6	16	-3
Cc1ccc(-c2[nH]n3c(=O)c4c(nc3c2C)CCCC4)cc1	-7.9	-0.1	21	-3	4	0.1	3	5	2
COc1cc(NC(=O)CSc2nc3ccccc3c(=O)n2C)ccc1NC(=O)c1ccco1	2.3	1.2	8	1	-4	0.0	0	-2	-8

Taken from the listing, two compounds:
SMILES	TNF death inh	TRPN1 ag	PPC-1+TRAIL kill	Wee1 stabilizer	Ba/F3 V617F tox	TRPML3 ag	BaF3 tox	CHOP inhibitor	RBBP9 inh
Cc1ccc(-c2[nH]n3c(=O)c4c(nc3c2C)CCCC4)cc1	-7.9	-0.1	21	-3	4	0.1	3	5	2
COc1cc(NC(=O)CSc2nc3ccccc3c(=O)n2C)ccc1NC(=O)c1ccco1	2.3	1.2	8	1	-4	0.0	0	-2	-8

(listing goes on)
SMILES	TNF death inh	TRPN1 ag	PPC-1+TRAIL kill	Wee1 stabilizer	Ba/F3 V617F tox	TRPML3 ag	BaF3 tox	CHOP inhibitor	RBBP9 inh
CSc1nsc(/C=C/Nc2ccc(C)cc2)c1C#N	-0.9	0.5	32	1	-4	1.3	1	-1	-3
N/C(=N\OS(=O)(=O)c1ccc(Cl)cc1)c1ccncc1	-0.3	-0.8	-31	-1	-4	1.3	1	-2	-4
CCn1nc(C)c(Br)c1-c1nc(CS(=O)(=O)c2ccsc2)no1	0.2	-1.1	13	3	-2	-0.9	-2	-8	-11
Cc1ccc(/C=N/NC(=O)CN2C(=O)CSc3ccccc32)o1	2.8	2.2	5	-2	-3	0.7	-2	10	-5
NC(=O)CCSC(=S)N1CCOCC1	-0.4	2.7	27	-1	0	0.4	9	-6	-8
O=C1C2C3C=CC(c4ccccc4)(C2C(=O)N1c1cccc(Cl)c1)C1C(=O)N(c2cccc(Cl)c2)C(=O)C31 (stereo not given)	-0.3	1.3	14	-2	3	0.3	10	12	-11
COc1cnc(SCc2ccc(Cl)cc2Cl)nc1Cl	-1.7	0.9	-2	-1	0	1.1	3	40	0
Cc1ccc([N+](=O)[O-])c2c1C(N1CCCCC1)C(C)(C)O2 (stereo not given)	-0.4	-0.3	13	1	4	0.8	9	62	0
CCc1nc(SCC(=O)NCc2ccco2)c2c(=O)n(C)c(=O)n(C)c2n1	-2.7	1.4	5	-1	1	-0.8	4	32	-3
Cc1cc(=O)c2ccccc2n1Cc1ccccc1	-3.5	2.5	21	0	-2	1.9	7	32	-2
